ALOX12 inh: Primary qHTS assay for inhibitors of human arachidonate 12S-lipoxygenase (ALOX12): Round 2 | purified 12hLO, xylenol orange hydroperoxide absorbance | Potency, µM (top dose mostly 108 µM), for inactives: at the top dose activity change, negative = inhibition, actives largely listed as inhibitors | 580,000 compounds, 1.1% hits | AID 1671190, 2021; active = well fitted inhibition curve with a large enough effect; inconclusive = small, poorly fitted or top-dose-only effect, or another doubt; inactive = no such curve, though single readings can be large or run the other way
Target sequence (P18054 whole entry, looked up): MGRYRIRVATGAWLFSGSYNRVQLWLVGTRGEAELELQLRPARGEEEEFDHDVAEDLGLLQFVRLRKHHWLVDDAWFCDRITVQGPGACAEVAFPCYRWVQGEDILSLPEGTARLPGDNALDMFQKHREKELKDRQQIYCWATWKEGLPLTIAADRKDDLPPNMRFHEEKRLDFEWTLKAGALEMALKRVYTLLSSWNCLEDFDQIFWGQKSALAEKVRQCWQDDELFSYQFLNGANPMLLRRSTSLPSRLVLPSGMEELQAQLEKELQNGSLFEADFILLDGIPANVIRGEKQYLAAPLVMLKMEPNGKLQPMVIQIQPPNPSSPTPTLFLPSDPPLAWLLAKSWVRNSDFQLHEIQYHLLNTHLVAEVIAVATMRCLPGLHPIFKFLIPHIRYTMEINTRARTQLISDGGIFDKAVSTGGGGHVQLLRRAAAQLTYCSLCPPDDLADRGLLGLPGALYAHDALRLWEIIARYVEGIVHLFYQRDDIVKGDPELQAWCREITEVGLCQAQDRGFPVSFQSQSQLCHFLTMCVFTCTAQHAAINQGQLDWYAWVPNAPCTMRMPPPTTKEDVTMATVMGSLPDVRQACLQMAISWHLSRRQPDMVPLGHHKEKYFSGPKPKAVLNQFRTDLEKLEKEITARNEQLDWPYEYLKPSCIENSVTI
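Purified human 12hLO at 150 nM in 25 mM Hepes, 0.01% Triton X-100, pH 7.0, preincubated 15 min at room temperature with compound. Reaction started with 40 uM arachidonic acid, 30 min at room temperature. Hydroperoxide measured by Fe-xylenol orange, 573/405 nm absorbance ratio.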
* marks the source's active call; other numbers are inactive results; ? = inconclusive; [ ] = dose if it differs, or a comment. % is set by controls: 0 for no effect and ±100 for the full control effect; potency is the fitted concentration of half-maximal effect. Some of the compounds tested; the hit share may differ from the screen's.

ALOX12 inh | mol
75%[activator][176 µM] | O=C(c1ccco1)N1Cc2[nH]cnc2C[C@H]1c1nc(-c2ccncc2)no1
1%[6.33 µM] | Cc1cc(C(=O)N2CCCC3(CNS(=O)(=O)c4cccnc4O3)C2)no1 (stereo unspecified)
53%[activator] | COc1ccc(NC(=O)N2C[C@@H]3C[C@H](C2)c2c(NC(=O)c4ccc5c(c4)OCO5)ccc(=O)n2C3)cc1
0% | COc1ccc(-c2nc3cnc(N4CCNCC4)nc3n(C)c2=O)cc1
67%[activator][176 µM] | COCCN1C[C@H]2CN(C(=O)c3ccno3)CCN2C1=O
33% | CC(=O)NNC(=S)Nc1ccc(F)cc1F
-1% | COC(=O)[C@]12C[C@H](CC(=O)NCc3cccc4ccccc34)C(=O)N(Cc3ccccc3)C1=C[C@H](C(C)(C)C)O[C@@H]2C
13% | Cc1[nH]nc2c1C(c1ccc(F)cc1)N(c1ccccc1)C2=O (stereo unspecified)
? | COC(=O)c1c[nH]c(=O)cn1
? | O=C(N[C@@H]1CN(Cc2ccc(F)cc2)C[C@H]1CO)c1cccnc1
5% | Cc1ccc(-c2cnc(CCC(=O)N(C)C(C)c3ccc(S(N)(=O)=O)cc3)o2)cc1 (stereo unspecified)
71%[activator] | C=CCNC(=O)C1COC2(CCCCC2)N1C(=O)c1cccc(F)c1 (stereo unspecified)
-16% | Clc1cccc(Cl)c1CO/N=C/c1ccc(OCc2ccccc2)cc1
? | COc1ccccc1-c1nccc(NCc2cccnc2)n1
? | O=C(OCCO)c1c(C2=CCCCC2)oc2c1C(OCCO)CCC2 (stereo unspecified)
29% | COCCN(CCOC)C(=O)c1cc2ccccc2c(OC)n1
2% | CCCN1CCc2[nH]cnc2C12CCN(C(=O)Cc1ccc3c(c1)OCO3)CC2
1% | O=C([C@@H]1CNC[C@H](C(=O)N2CCN(c3nccs3)CC2)C1)N1CCCC1
6% | CN(C)CC(NS(=O)(=O)c1ccccc1F)c1ccccc1 (stereo unspecified)
? | CC(=O)N1CCN(C(=O)C[C@@H]2C[C@@H](C(C)C)[C@H](CNC(=O)C3CC3)C=C2C)CC1
-1% | COc1ccc(-c2nnc3n2C(C)(C)Cc2c-3ccc3ccccc23)cc1OC
17% | COCCCNC(=O)C(=O)NN
5%[176 µM] | CC(C)(C)C(=O)N1CC[C@@H](CC(=O)O)[C@@H](CCN2CCN(c3ccc(F)cc3)CC2)C1
19%[176 µM] | CC1=C[C@@H](CN2CCC(CO)CC2)[C@H](C(C)C)C[C@H]1Cc1nnc(-c2cccnc2)o1

Sorted by number of heavy atoms (rising): some entries from above.
ALOX12 inh | mol
? | COC(=O)c1c[nH]c(=O)cn1
17% | COCCCNC(=O)C(=O)NN
33% | CC(=O)NNC(=S)Nc1ccc(F)cc1F
6% | CN(C)CC(NS(=O)(=O)c1ccccc1F)c1ccccc1 (stereo unspecified)
13% | Cc1[nH]nc2c1C(c1ccc(F)cc1)N(c1ccccc1)C2=O (stereo unspecified)
? | O=C(N[C@@H]1CN(Cc2ccc(F)cc2)C[C@H]1CO)c1cccnc1
? | O=C(OCCO)c1c(C2=CCCCC2)oc2c1C(OCCO)CCC2 (stereo unspecified)
-16% | Clc1cccc(Cl)c1CO/N=C/c1ccc(OCc2ccccc2)cc1
2% | CCCN1CCc2[nH]cnc2C12CCN(C(=O)Cc1ccc3c(c1)OCO3)CC2
5% | Cc1ccc(-c2cnc(CCC(=O)N(C)C(C)c3ccc(S(N)(=O)=O)cc3)o2)cc1 (stereo unspecified)
5%[176 µM] | CC(C)(C)C(=O)N1CC[C@@H](CC(=O)O)[C@@H](CCN2CCN(c3ccc(F)cc3)CC2)C1
-1% | COC(=O)[C@]12C[C@H](CC(=O)NCc3cccc4ccccc34)C(=O)N(Cc3ccccc3)C1=C[C@H](C(C)(C)C)O[C@@H]2C

(continued)
ALOX12 inh | mol
7%[6.33 µM] | COc1cccc([S+](=O)([O-])N2CCCC3(C2)C(=NC2CCCC2)NC(=O)N3c2cccnc2)c1 (stereo unspecified)
22% | O=C(c1ccc2nccnc2c1)N1CCC2(CC1)Nc1ccccc1NC2=O
36%[activator] | Cn1c(=O)n([C@H]2CCCN(C(=O)Nc3ccc(F)cc3F)C2)c2ncccc21
-6% | O=C(Nc1nnc(C2CCCCC2)s1)C1CCN(C(=O)c2cccc(F)c2)CC1
-4% | CCC1COCCN1C(=O)c1coc(COc2ccc3c(c2)OCO3)n1 (stereo unspecified)
36%[activator] | CCS(=O)(=O)N1CCC2(CC1)CN(C1CCC1)CC2COC (stereo unspecified)
? | Cc1cccc(CNc2cc(-c3ccccc3Cl)ncn2)c1
-3% | CCN(Cc1nc2ccccc2c(=O)[nH]1)C(=O)CNC(=O)c1ccc(Cl)cc1
-2%[6.33 µM] | O=S(=O)(c1ccccc1)c1nnn2c1nc(NC1CCCC1)c1ccccc12
10% | Cc1cccc(C)c1N1C(=O)c2ccccc2NC(=O)C1C(=O)NCc1ccco1 (stereo unspecified)
? | COc1cccc(-c2nc(SCc3cc(=O)n4cc(C)sc4n3)n[nH]2)c1
28µM* | COc1ccc(C2CC(=O)Nc3c2ncn3-c2cccc(C(F)(F)F)c2)cc1OC (stereo unspecified)
-21% | CCCCC[C@@H](C)N1C[C@@H](COCc2ccccc2)Oc2cc(N3CCC[C@H]3C(N)=O)ccc2S1(=O)=O
? | O=C(c1ccccc1)N1CCC(N2CCCC2=O)CC1
9% | Cc1cc(C(=O)N2CCC(F)(c3nc(-c4ccncc4)no3)CC2)n(C)n1
66%[activator] | CC(C)n1cc(NC(=O)c2ccc(F)cc2)cn1
-2% | COC(=O)Cc1csc(NC(=O)Cc2c(C)c3cc(Cl)c(O)cc3oc2=O)n1
43%[activator] | CN(C)C[C@@H]1CN(Cc2cccnc2)C[C@H]1NC(=O)c1ccccc1Cl
-1% | COc1ccc(-c2ocnc2C(=O)Nc2ccc3c(c2)OCCO3)cc1
25%[176 µM] | O=[N+]([O-])c1ccccc1-c1ncc[nH]1
29% | CCOc1ccc(CN2CCNC(=O)C2CC(=O)N2CCCCCC2)cc1 (stereo unspecified)
14%[176 µM] | COc1ccc(C(=O)N[C@H]2CC[C@]3(C)CC[C@@H]4[C@H](OC(=O)[C@H]4C)[C@H]3[C@@H]2C)cc1
8% | COc1c2c(c(C(=O)/C=C/C(C)=C/c3ccccc3)c3c1OCO3)CCN(C)C2
12% | O=C(c1ccccc1F)N1CCC2(CC1)C(=NC1CCCCC1)NC(=O)N2c1cccnc1
52%[activator][176 µM] | Clc1cccc(-c2cnc([C@@H]3COCCN3Cc3cnc[nH]3)[nH]2)c1
12% | Cc1ccc(C(C)NC(=O)CCCc2nc(C(C)(C)C)no2)o1 (stereo unspecified)
-1% | CC(C)(C)c1nc(CN2CCCC2)cs1
12% | Cc1cccc(C(=O)N2CCCCCCNC(=O)[C@@H]3CCC[C@@H]32)c1
-8% | Cc1ccc(C)c(C(=O)N2CCN(C(=O)c3nnn4c3COC(c3ccc(Cl)cc3)C4)CC2)c1 (stereo unspecified)
31%[activator] | CCC(C)C(=O)Nc1c(C(=O)OC)n(CC2CCCO2)c2ncc(NC(C)CO)cc12 (stereo unspecified)
? | COc1ccc(C2=C(O)C(=O)N(Cc3ccc(Cl)cc3)C2c2ccccc2F)cc1 (stereo unspecified)
-11% | Cc1ccc(CNC(=O)N2CCCCCCNC(=O)[C@@H]3C[C@@H](C(=O)NCCc4cnc[nH]4)C[C@@H]32)cc1
1% | CC(C)Cn1nc(C(=O)Nc2ccc(SC(F)F)cc2)c2ccccc2c1=O
-23% | Oc1ccccc1-n1cccc1
? | CCS(=O)(=O)N1CCc2cc(C(=O)CSc3nnc(C)n3C3CC3)ccc21
34% | CCCC(C(=O)NCCC12CC3CC(CC(C3)C1)C2)c1ccccc1 (stereo unspecified)
23% | CCOc1cccc(-c2nnc(CCC(=O)NCCC(C)C)c(=O)[nH]2)c1
? | COc1ccc(CNc2nc(-c3ccccc3OC)nc3ccccc23)c(OC)c1
-31% | Cc1cc(C)c2oc(C(=O)N(Cc3ccc(Cl)cc3)C3CCS(=O)(=O)C3)cc(=O)c2c1 (stereo unspecified)
18% | COc1c(Cl)cc(/C=C(/C#N)c2cccc(F)c2)cc1Cl
3% | O=C(CC1C(=O)Nc2nc(SCc3ccccc3)nn21)Nc1cccc(C(F)(F)F)c1 (stereo unspecified)
46%[activator][176 µM] | O=c1c2nc(OCc3ccccc3)ccc2ncn1Cc1ccccn1
-1%[176 µM] | O=C(NC[C@H]1OC[C@@H](NC2CCCCC2)[C@@H]1O)c1ccncc1
-29% | Cc1ccc(Cl)cc1NC(=O)CCN=C1NS(=O)(=O)c2ccccc21
-2% | COc1ccccc1-n1ccnc1SCC(=O)Nc1nc(C)cs1
32%[176 µM] | O=C1NC2(CCN(C(=O)c3ccccc3F)C2)N=C1c1ccccn1 (stereo unspecified)
-19%[176 µM] | COc1ccc(-c2cn(C)c(=O)n3cc(CN4CCNC(=O)C4)nc23)cn1
113%[activator] | CN(CCCn1ccnc1-c1cnc[nH]1)c1ccccc1
24% | O=C(c1cncc(Br)c1)N1CCCC(CN2CCOCC2)CC1 (stereo unspecified)
32%[176 µM] | COc1cccc(N2CC(C(=O)N(C)C)NC2=O)c1 (stereo unspecified)
25%[176 µM] | c1ccc(N2CCN(Cc3cc(CC4(NCc5ccncc5)COC4)no3)CC2)cc1
130%[activator] | O=C(NCC1Cn2cccc2CN1Cc1ccccc1)c1c[nH]c2ccccc12 (stereo unspecified)
? | CCN(CC)S(=O)(=O)c1ccc(C(C)NCc2ccsc2)cc1 (stereo unspecified)
? | CC(Sc1ccc2c(c1)OCCCO2)C(=O)Nc1ccc(Br)cc1 (stereo unspecified)
64%[activator] | CCOC(=O)C1CCCN(C(=O)C2COC3(CCCCC3)N2C(=O)c2cccc(Cl)c2)C1 (stereo unspecified)
-7% | COC(=O)C1=C(C(=O)c2ccc(C)cc2)C(c2cccc(F)c2)n2nnnc2N1 (stereo unspecified)
6% | CN(C)C(=O)COC(=O)c1ccccc1-c1nc2ccccc2s1
-2% | CC1=C(C(=O)N2CCCCCC2)CC(CC(=O)NCCCN(C)C)C(=O)N1Cc1ccc(C(C)(C)C)cc1 (stereo unspecified)
3%[176 µM] | COc1ccc(-c2noc([C@@H](C)NC(=O)C3CCCC3)c2C(=O)O)cc1
7% | Cc1cc2c(c(=O)n(-c3ccc(F)cc3)c(=O)n2CC(=O)Nc2ccccc2F)n1C

(next part)
ALOX12 inh | mol
-1% | COc1ccc(-c2cc(N3CCC(NC(=O)c4ccc(OC)cc4C)C3)n[nH]2)cc1 (stereo unspecified)
-5% | OCC1CN(c2ncccn2)CC12CCN(Cc1cc(Cl)ccc1F)CC2 (stereo unspecified)
-5% | Cc1cccc2c(C(=O)NCCc3ccccc3)cc(-c3cccnc3)nc12
1% | O=C(CNc1cc(Cl)ccc1N1CCOCC1)Nc1ccccc1C(=O)c1ccccc1
61%[activator] | Cc1nnc2n1CCC(N(C)C(=O)c1ccc3ccccc3n1)CC2 (stereo unspecified)
? | O=C(Nc1cccc(C(F)(F)F)c1)N[C@H]1[C@H](O)[C@@H](Oc2ccccc2)[C@@H]2OC[C@H]1O2
16% | COC1CCOC2(CCN(C(=O)c3c[nH]c4ccccc34)CC2)C1 (stereo unspecified)
-10% | CCN(CC1COc2ccccc2O1)C(=O)CSc1nnnn1C1CC1 (stereo unspecified)
-9% | O=C(O)c1cnc(Cl)c(Cl)c1
2%[176 µM] | NC(=O)CN1C(=O)[C@@H]2CN(S(=O)(=O)c3cccs3)CCN2C1=O
-25% | CCn1cnc2c1c(=O)n(CC(=O)Nc1cccc(OC)c1)c(=O)n2Cc1ccccc1
? | Nc1ncnc2c1ncn2C1O[C@H](COP(=O)(O)O)[C@@H](O)[C@H]1O (stereo partly specified)
3%[6.33 µM] | Cn1cccc1CN1CCCC2(C1)C(=NC1CCCCC1)NC(=O)N2c1cccnc1 (stereo unspecified)
42%[activator][176 µM] | COc1cccc(N2CC(C(=O)N3CCOCC3)NC2=O)c1 (stereo unspecified)
-23% | N#Cc1ccc(CNc2cc(Cl)ccc2Cl)cc1
21% | CN1CCN(C[C@@H]2CN(C(=O)c3ccc4ccccc4c3)C[C@@H]2CO)CC1
-10% | COc1ccc(-c2nc(C3CC(=O)N(c4ccc(C)cc4)C3)no2)cn1 (stereo unspecified)
-33% | COc1ccc(OC)c(/C=C2\Oc3cc(OS(=O)(=O)c4ccccc4)ccc3C2=O)c1
-5% | Cc1ccc(C(=O)OC(C)C(=O)Nc2ccc3c(c2)OCO3)cc1O (stereo unspecified)
6% | COc1cc(OC)cc(C2NC(=O)NC(C)=C2C(=O)N2CCNC(=O)C2)c1 (stereo unspecified)
7% | CCOCCC(=O)N1CCC2(CC1)CC(c1ccccc1)C(=O)N2C (stereo unspecified)
1% | COc1ccccc1C(=O)OCc1ccc(F)cc1
-4%[176 µM] | C=CCOc1cc(C)c2c(c1C)[C@H](O)C([C@H](C)C(=O)NCCOC)CC2 (stereo partly specified)

Assay outcomes deposited in PubChem by National Center for Advancing Translational Sciences (NCATS).
